From PubChem BioAssay
Anthrax LF inh2 – anthrax lethal factor protease inhibition; P15917; multiplex microsphere protease cleavage assay, LF; inhibition, % at 10 µM; 360,000 tested, 0.12% active; AID 588501; also: plate controls were buffer without enzyme for full effect and enzyme alone for no effect
Target sequence (P15917 whole entry, looked up): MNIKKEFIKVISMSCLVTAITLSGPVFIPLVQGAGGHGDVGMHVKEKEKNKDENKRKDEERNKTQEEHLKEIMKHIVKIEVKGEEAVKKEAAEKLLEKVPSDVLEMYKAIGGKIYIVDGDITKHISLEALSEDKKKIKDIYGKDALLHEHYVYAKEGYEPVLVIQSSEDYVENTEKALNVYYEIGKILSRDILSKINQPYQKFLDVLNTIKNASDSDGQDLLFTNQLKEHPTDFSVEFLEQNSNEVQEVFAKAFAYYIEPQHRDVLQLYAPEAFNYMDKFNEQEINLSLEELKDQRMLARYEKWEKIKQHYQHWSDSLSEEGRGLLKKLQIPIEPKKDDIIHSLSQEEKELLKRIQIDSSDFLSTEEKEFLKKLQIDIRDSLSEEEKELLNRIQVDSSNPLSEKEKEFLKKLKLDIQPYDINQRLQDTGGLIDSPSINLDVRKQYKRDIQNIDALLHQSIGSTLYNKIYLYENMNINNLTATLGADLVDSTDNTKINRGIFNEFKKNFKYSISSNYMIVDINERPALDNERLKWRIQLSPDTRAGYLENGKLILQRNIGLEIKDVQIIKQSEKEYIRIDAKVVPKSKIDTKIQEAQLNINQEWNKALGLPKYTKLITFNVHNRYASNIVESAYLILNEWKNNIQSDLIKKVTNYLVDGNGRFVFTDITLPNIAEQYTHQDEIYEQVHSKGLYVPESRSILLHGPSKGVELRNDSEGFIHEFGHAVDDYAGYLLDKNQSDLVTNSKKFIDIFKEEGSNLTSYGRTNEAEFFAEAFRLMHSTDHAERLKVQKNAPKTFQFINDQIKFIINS
BioA inh – blocks M. tuberculosis BioA enzyme activity; 360,000 tested, 0.096% active; purified M. tuberculosis BioA enzyme, plate reader; inhibition, % at 9.99 µM; in the data active = inhibition above about 40%; inconclusive = no clear call, values can overlap the other calls
FBA Mtb inh – inhibits M. tuberculosis FBA enzyme; purified M. tuberculosis FBA, fluorescence read-out; inhibition, % at 1 µM; AID 588726; 360,000 tested, 2.3% active; P9WQA3; in the data active = inhibition above about 27%;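 also: 0% = vehicle and 100% = reference inhibitor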
BoNT-F LC inh – BoNT F light chain protease inhibition. Multiplex microsphere protease cleavage assay, flow cytometry. inhibition, % at 10 µM. 360,000 tested, 0.22% active. AID 588497; in the data active = inhibition above about 35%, passing the limit was not always enough; inconclusive = no clear call, values can overlap the other calls; also: plate controls were buffer without enzyme for full effect and enzyme alone for no effect
BoNT A protease – BoNT A light chain protease inhibition | inhibition, % at 10 µM | AID 588499 | multiplex microsphere protease substrate cleavage, flow cytometry | 360,000 tested, 0.17% active; also: plate controls were buffer without enzyme for full effect and enzyme alone for no effect
GDH-TPI counter – counter-screen for M. tuberculosis FBA inhibitors: GDH-TPI coupled enzymes; 360,000 tested, 1.2% active; inhibition, % at 4.8 µM; GDH-TPI coupled enzyme counterscreen, NADH absorbance; AID 588335; in the data active = inhibition above about 30%;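 also: 0% = DMSO wells and 100% = wells lacking the enzyme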
FadD28 FP inh – blocks FadD28 binding to the bisubstrate probe; fluorescence polarization; inhibition, % at 12.5 µM; 360,000 tested, 0.22% active; in the data active = inhibition above about 8.5%, passing the limit was not always enough; inconclusive = no clear call, values can overlap the other calls
PfHsp40 rescue – compounds rescuing yeast from Plasmodium falciparum HSP40 toxicity; S. cerevisiae expressing PfHsp40, growth rescue, ATP luminescence; growth rescue, % at 12.5 µM; 340,000 tested, 0.68% active; in the data active = growth rescue above about 28%, passing the limit was not always enough; inconclusive = no clear call, values can overlap the other calls;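 also: yeast W303a lacking pdr1 and pdr3 grown in galactose medium; growth measured after three days at 30 °C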
UGM FP inh – inhibitors of M. tuberculosis UDP-galactopyranose mutase; P9WIQ1; purified UGM, fluorescence polarization probe displacement; 320,000 tested, 0.06% active; inhibition, % at 10 µM; in the data active = inhibition above about 10%, passing the limit was not always enough; inconclusive = no clear call, values can overlap the other calls
The depositor's hits bear a star; ? = inconclusive; / = not tested or not shown; + = active, no number. Rule as the data show it, unless noted: active = inhibition above about 30%; inconclusive = no clear call, values can overlap the other calls; inactive = below that.

Start of the data: the first 6 compounds, to show the layout:
SMILES	Anthrax LF inh2	BioA inh	FBA Mtb inh	BoNT-F LC inh	BoNT A protease	GDH-TPI counter	FadD28 FP inh	PfHsp40 rescue	UGM FP inh
Cc1cccnc1NC1OC(=O)c2ccccc21 (stereo unspecified)	-2	0.7	5	-23	-0.5	-2	1.1	-1.0	-4.9
CC(C)c1cc(CN2CCN(Cc3ccc(F)c(F)c3)C(CCO)C2)[nH]n1 (stereo unspecified)	-4	2.6	0	0	-0.1	2	-0.6	2.6	-0.1
CCOc1ccccc1C1c2[nH]c3ccccc3c2C[C@H]2C(=O)N(C3CCN(Cc4ccccc4)CC3)CC(=O)N12 (stereo partly specified)	2	-3.5	0	13	2.8	4	-0.7	0.1	-0.5
Cn1c(CCN2CCN(c3ccc(F)cc3)CC2)nc2cc(NC(=O)c3ccco3)ccc21	-2	4.0	0	-4	0.0	10	-4.8	0.5	1.8
Nc1ncnc2c1ncn2C1OC(C(=O)NC2CC2)C(O)C1O (stereo unspecified)	-7	-1.5	1	-3	-0.1	1	1.6	-1.2	2.5
O=C(NCc1ccc(F)cc1)C1CCCN1S(=O)(=O)c1cccc2nsnc12 (stereo unspecified)	0	-1.5	0	-3	2.3	13	0.7	-1.3	-0.7

Main list, from the first entry:
SMILES	Anthrax LF inh2	BioA inh	FBA Mtb inh	BoNT-F LC inh	BoNT A protease	GDH-TPI counter	FadD28 FP inh	PfHsp40 rescue	UGM FP inh
Cc1cccnc1NC1OC(=O)c2ccccc21 (stereo unspecified)	-2	0.7	5	-23	-0.5	-2	1.1	-1.0	-4.9
CC(C)c1cc(CN2CCN(Cc3ccc(F)c(F)c3)C(CCO)C2)[nH]n1 (stereo unspecified)	-4	2.6	0	0	-0.1	2	-0.6	2.6	-0.1
CCOc1ccccc1C1c2[nH]c3ccccc3c2C[C@H]2C(=O)N(C3CCN(Cc4ccccc4)CC3)CC(=O)N12 (stereo partly specified)	2	-3.5	0	13	2.8	4	-0.7	0.1	-0.5
Cn1c(CCN2CCN(c3ccc(F)cc3)CC2)nc2cc(NC(=O)c3ccco3)ccc21	-2	4.0	0	-4	0.0	10	-4.8	0.5	1.8
Nc1ncnc2c1ncn2C1OC(C(=O)NC2CC2)C(O)C1O (stereo unspecified)	-7	-1.5	1	-3	-0.1	1	1.6	-1.2	2.5
O=C(NCc1ccc(F)cc1)C1CCCN1S(=O)(=O)c1cccc2nsnc12 (stereo unspecified)	0	-1.5	0	-3	2.3	13	0.7	-1.3	-0.7
Nc1ccc(Oc2ccc(Br)cc2)cc1	-3	-0.9	2	-8	-1.9	2	-0.5	0.9	-1.7
O=C(NCCNC(=O)c1cc(OCC(F)(F)F)ccc1OCC(F)(F)F)Nc1cccc(C(F)(F)F)c1	0	-1.2	0	-8	?	5	-4.5	0.4	0.8
O=C(CSc1nc2ccc(N3CCOCC3)cc2c(=O)n1CCc1ccccc1)NCC1CCCO1 (stereo unspecified)	3	/	12	2	0.3	6	-1.6	1.7	-0.5
Cc1ccc(-c2cc(C(=O)N3CCOCC3)c3cc(C)ccc3n2)cc1	-2	1.4	7	-2	-0.3	-4	/	0.7	2.0
O=C(NCc1cccnc1)c1nn2cccnc2c1Cl	-3	/	2	-2	-0.3	8	-0.8	-1.3	2.4
O=[N+]([O-])c1ccc(-c2cnc(SC(c3ccccc3)c3ccccc3)[nH]2)cc1	0	/	0	-5	2.5	16	-0.9	0.8	/
CC[C@@H](C)[C@H](NC(=O)Cc1c(C)c2c(cc(C)c3c(C)coc32)oc1=O)C(=O)O	9	-1.2	64*	10	-0.4	8	-0.3	1.4	2.7
Cc1ccnc2nc(C(=O)OCC(=O)N3CC(C)CC(C)C3)nn12 (stereo unspecified)	-1	-1.1	-3	2	0.6	5	-4.1	-1.0	/
CCOC(=O)C1=CCC(c2ccc(C)cc2)N(S(=O)(=O)c2ccc(C)cc2)C1 (stereo unspecified)	-10	-2.0	0	-17	-1.1	/	-2.7	/	/
O=C(O)/C(=N/NC(=O)c1ccc(Cl)cc1)c1ccccc1	31*	-0.2	-6	?	?	-6	-3.7	-0.2	0.3
CC(=O)C1=C(O)CC(c2ccccc2)CC1=NCCc1c(C)[nH]c2ccccc12 (stereo unspecified)	-2	4.7	-3	-2	-0.2	5	-2.6	0.4	2.3
COc1cc(/C=C/c2ccc(/C=C/c3cc(OC)c(OC)c(OC)c3)cc2)cc(OC)c1OC	0	/	50*	-5	0.5	11	-1.6	0.3	/
C=CCn1cccc(C(=O)Nc2ccc(OC)cc2OC)c1=O	-2	/	2	-12	-2.6	29	-0.5	-0.8	-0.7
O=C(NCCc1ccccc1)c1ccc(NS(=O)(=O)c2ccc3[nH]c(=O)[nH]c3c2)cc1	/	/	6	/	/	7	-4.2	-0.7	-1.9
COc1ccc(CCNC(=O)COC(=O)c2ccc(N3CCCC3=O)cc2)cc1	-2	/	3	2	0.8	-1	-4.1	0.3	2.8
CCOc1ccccc1-n1nnnc1SCC(=O)N(C)C1CCS(=O)(=O)C1 (stereo unspecified)	-3	-0.2	4	0	-0.2	-11	-0.8	/	/
O=C(Nc1cccc(C(=O)N2CCN(c3ccccc3)CC2)c1)c1ccco1	1	9.4	2	1	-1.5	-5	0.1	0.5	0.5
CN(C)CCNc1nc(Oc2ccccc2)c2sccc2n1	-2	0.7	0	-8	-0.7	4	-3.1	/	/
COc1ccc(NC(=O)CC2C(=O)NCCN2C(=O)c2ccc(N(C)C)cc2)cc1 (stereo unspecified)	?	1.4	-1	30	5.6	-11	-3.9	/	2.1
O=C(Nc1ccc(Nc2ccccc2)cc1)c1c(F)c(F)c(F)c(F)c1F	40*	-0.1	-1	-12	-3.7	23	-1.6	-1.4	-0.3
CCOc1ccccc1NC(=O)c1cc(C(=O)c2cc(OC)ccc2O)coc1=N	-2	0.3	-3	-2	-0.2	17	-2.8	-0.6	-0.1
COc1ccccc1C(=O)OC1CCCN(C)C1 (stereo unspecified)	1	-0.4	5	3	0.0	8	-0.6	-1.3	-2.2
CCOC(=O)Cc1cc(=O)n2[nH]c(C(C)(C)C)cc2n1	3	/	6	?	?	-6	-2.0	0.4	-2.3
N#CCSc1nc2ccccc2o1	-3	/	0	-4	0.0	3	-1.0	0.4	0.6
CC1Cc2nc(SCC(=O)NCc3ccco3)n(-c3ccccc3)c(=O)c2S1 (stereo unspecified)	1	23	-2	5	0.0	14	-3.2	-0.1	-1.6
CCOC(=O)C1(C)CCCCN1C(=O)c1ccco1 (stereo unspecified)	-4	-1.5	1	-6	-0.2	12	-0.5	/	/
Cc1cc(/C=N/n2cnnc2)c(C)n1-c1ccc(OCc2ccc(Cl)cc2Cl)cc1	-4	/	2	3	-0.8	3	-2.6	0.8	-1.3
Cc1cc(=O)oc2cc(NC(=O)CCCC(=O)O)ccc12	-10	/	+	-4	0.6	19	-1.8	-0.4	-0.6
Cc1ccc(N=C2NC(=O)/C(=C\c3cccs3)S2)cc1C	0	/	-2	-3	0.5	18	0.0	-0.8	-1.3
O=C(Cn1cnc2c(OCc3ccccc3)ncnc21)NCCCn1ccnc1	-6	-1.3	1	-3	0.1	2	-0.3	0.3	0.9
CC(=O)Nc1ccc(S(=O)(=O)N2CCN(C(=O)c3cccnc3)CC2)cc1	-3	-1.7	-2	-4	-1.4	-6	0.0	-0.4	0.9
COc1ccc(-c2nnnn2CCc2ccccc2)cc1	-5	0.6	-1	-13	-0.9	2	-1.2	0.1	1.0
O=c1[nH]c2ccc(S(=O)(=O)N3CCCCC3)cc2[nH]1	0	-1.2	5	3	-0.5	1	-1.5	-0.8	4.2
COc1ccccc1NC(=O)c1ccc(-c2ccccc2[N+](=O)[O-])o1	0	/	-4	-2	0.0	8	-8.1	14	-0.4
COc1c2ccoc2cc2oc(C)cc(=O)c12	-9	0.0	2	3	0.6	-5	-3.1	0.7	0.8
O=C1CC(/C=C/c2cccnc2)=Nc2ccccc2N1	1	0.7	4	-2	-0.4	15	-1.6	-0.7	-0.9
COc1ccc(CN2CCNC(=O)C2CC(=O)N(C)Cc2ccon2)c(OC)c1 (stereo unspecified)	-16	/	2	-8	-4.5	2	0.9	0.8	-2.9
CC(=O)Oc1c(C)c(C)c2c(c1C)CCC(C)(CCCC(C)CCCC(C)CCCC(C)C)O2 (stereo unspecified)	1	-8.7	2	-6	-0.9	2	-0.1	0.3	0.4
Cc1nn(C)c(C(=O)Nc2ccc(Cn3cccn3)cc2)c1[N+](=O)[O-]	-6	0.3	0	1	-1.0	1	0.4	-0.1	-1.2
CC(=O)Nc1ccc(S(=O)(=O)/N=C2\SCCN2S(=O)(=O)c2ccc(NC(C)=O)cc2)cc1	4	-0.9	1	-11	0.2	3	-8.4	0.4	-0.3
N=c1c2c(-c3ccccc3)c(-c3ccccc3)n(Cc3ccco3)c2ncn1CCCn1ccnc1	0	14	-4	-2	-0.1	8	-4.8	235*	1.6
Cc1cc(C)c(S(=O)(=O)Nc2ccnc(-c3cccnc3)n2)c(C)c1	-10	/	-2	-2	0.7	4	-1.7	1.9	1.1
O=C(c1ccc(=O)[nH]c1)N(Cc1cccs1)C1(C(=O)NC2CCCC2)CCCCC1	-3	/	-2	0	-0.4	3	-0.7	10	-2.1
COCCCn1c(=S)[nH]c(C)c(C)c1=O	-7	/	-2	1	-1.1	1	-5.5	-0.7	1.7
COc1ccc(NC(=O)CCCSc2nc(-c3ccco3)cc(C(F)(F)F)n2)cc1OC	7	/	3	0	1.4	17	-0.4	0.2	0.1
COc1cc(C(=O)N2CCC2(C)C(=O)NC(C)C)cc(OC)c1OC (stereo unspecified)	-1	-0.1	0	7	-0.1	-3	-0.8	/	/
CC(C)(C)n1ncc2c(=O)n(CC(=O)N3CCCCC3)cnc21	10	/	-3	0	1.0	12	-1.4	0.6	0.3
Cc1cccc(NC(=S)NCC(c2ccccc2)N(C)C)c1 (stereo unspecified)	1	5.6	1	-2	-0.4	-4	-2.2	-1.4	-2.6
CC(=O)c1nn(-c2cccc(Br)c2)cc1C(=O)c1cccc2ccccc12	-7	-1.3	0	1	0.1	8	-0.4	-0.1	2.2
O=C(O)CCn1cc(/C=C/C(=O)c2ccc(Cl)cc2)c(-c2ccc(Br)cc2)n1	-1	/	-1	-14	-1.1	17	-7.5	1.0	2.4
CCNC(=S)N(CCc1c(C)[nH]c2ccc(Cl)cc12)Cc1ccco1	0	-1.8	5	-2	-0.2	5	-2.3	-0.9	-0.9
CC(=O)NC(=S)Nc1ccc2oc(-c3cc(F)c(F)cc3Cl)nc2c1	1	/	2	-11	-0.2	-4	0.8	-0.3	1.3
Cc1ccccc1N1C(=O)CC(N2CCC(C(N)=O)CC2)C1=O (stereo unspecified)	-4	-2.1	-2	-3	-0.2	4	-1.3	21	-5.7
CCc1ccccc1NC(=O)Cn1nnc(-c2cccnc2)n1	-1	-0.5	-3	2	0.4	-8	1.1	0.3	0.0

Further results follow.
SMILES	Anthrax LF inh2	BioA inh	FBA Mtb inh	BoNT-F LC inh	BoNT A protease	GDH-TPI counter	FadD28 FP inh	PfHsp40 rescue	UGM FP inh
COc1ccc(C(=O)/C=C2/Sc3cc4c(cc3N2C)OCO4)cc1	-1	/	-4	-4	1.9	7	-2.4	?	0.8
Cc1cc([N+](=O)[O-])nn1CC(=O)N1CCCc2ccccc21	0	2.4	0	3	-0.3	9	0.0	0.4	-3.6
CC1CN(S(=O)(=O)c2cccc(C(=O)Nc3ccc(N4CCCCC4)cc3)c2)CC(C)O1 (stereo unspecified)	0	0.1	-4	1	-0.4	9	-4.0	/	/
O=C(CCN1CCN(C/C=C/c2ccccc2)CC1)Nc1ccccc1F	0	/	-1	1	0.8	-5	-4.0	0.4	0.3
COc1cccc(OC)c1C(=O)NC(=S)Nc1ccc(N2CCOCC2)c(Cl)c1	-2	0.2	2	-3	-1.2	10	-3.2	1.9	-0.7
CCOC(=O)c1c(C)oc(NC(=O)CCl)c1C(=O)OCC	-2	/	-1	-4	-0.4	-3	1.0	-0.5	2.1
O=C(N/N=C/c1ccc(O)cc1)c1cccc(C(F)(F)F)c1	0	/	0	-3	-0.3	15	-6.9	1.1	-1.4
O=C(C[n+]1cc(Br)cc(Br)c1)c1cccc([N+](=O)[O-])c1	4	/	1	3	3.9	3	-0.1	0.3	-2.0
